Screening results as filed in PubChem.
PTAP TSG101 blk = blocks PTAP/TSG101 interaction to inhibit HIV-1 budding; Q99816; Fluorescence polarization, FITC-PTAP peptide / Tsg101 binding; Potency, µM (series often up to 115 µM), inactives show top-dose activity change, negative = inhibition, actives largely listed as inhibitors; 340,000 tested, under 10 active; AID 493005; active means well fitted inhibition curve with a large enough effect in the main read-out, with a control signal flat, not every such curve was filed as active; inconclusive means small, poorly fitted or top-dose-only effect, or effect the other way, or a change in a side signal; inactive means no such curve, though single readings can be large or run the other way; further: potency means the concentration at half of the fitted maximal effect; % of control where 0% means no effect
Target sequence (Q99816 whole entry, looked up): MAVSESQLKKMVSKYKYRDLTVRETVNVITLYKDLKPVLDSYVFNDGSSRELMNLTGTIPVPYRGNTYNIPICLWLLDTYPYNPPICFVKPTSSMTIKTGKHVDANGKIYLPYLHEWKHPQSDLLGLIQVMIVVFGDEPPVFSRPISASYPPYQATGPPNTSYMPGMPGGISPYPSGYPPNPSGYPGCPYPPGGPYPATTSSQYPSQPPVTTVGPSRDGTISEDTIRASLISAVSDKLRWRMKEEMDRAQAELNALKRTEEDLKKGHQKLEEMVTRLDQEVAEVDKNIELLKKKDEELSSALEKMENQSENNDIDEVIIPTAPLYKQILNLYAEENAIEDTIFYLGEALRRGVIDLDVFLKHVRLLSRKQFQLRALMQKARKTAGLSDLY
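Tsg101 binding domain (10 uM final) was mixed with compound and a FITC-labeled PTAP peptide (50 nM final) in HEPES pH 7.5 buffer with NaCl, Tween 20, EDTA and TCEP; fluorescence polarization was read after 20 min at r.t.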
TCR act = activators of T cell receptors; primary human leukocytes, anti-CD3, IL-2 HTRF, 48 h; Potency, µM (titrated, usually from 9.22 µM), inactives show top-dose activation of IL-2 secretion, most hits filed as activators; 330,000 tested, under 10 active; AID 504894; further: % of control where 0% means no effect
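Primary human leukocytes receive a-CD3 beads and test compound and are incubated 48 hr. Secreted IL-2 is then assayed by HTRF, measuring 665nm acceptor emission after 320nm excitation of the europium donor.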
MLL CXXC-DNA inh = inhibitors of human MLL CXXC domain-DNA interaction; Potency, µM (highest dose often 115 µM), for inactives: at the top dose activity change, negative = inhibition, actives largely listed as inhibitors; MLL-CXXC / FITC-HOXA9 DNA fluorescence polarization; Q03164; 0.037% of 290,000 active; active means well fitted inhibition curve with a large enough effect in the polarisation, with a control signal flat, not every such curve was filed as active; inconclusive means small, poorly fitted or top-dose-only effect, or effect the other way, or a change in a side signal; inactive means no such curve, though single readings can be large or run the other way; the % refers to the polarisation; further: potency means the concentration at half of the fitted maximal effect
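Purified MLL-CXXC (added from a 7 uM solution) was preincubated 5 min at ambient with pinned compounds in 50 mM Tris-HCl pH 7.5, 50 mM NaCl, 1 mM DTT, 0.05% BSA. Fluorescein-labeled HOX-A9 DNA (50 nM solution) followed, 30 min, then polarization read.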
B2AR arrestin = agonists driving beta-arrestin recruitment to human beta2-adrenergic receptor. P07550. beta-arrestin recruitment to beta2AR, cell-based reporter. Potency, µM (doses to about 46.1 µM), for inactives: at the highest dose activation, hits mostly activators. 0.02% of 330,000 active. AID 492947;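 further: potency means the concentration at half of the fitted maximal effect; 0% = DMSO controls and full agonism = EC100 isoproterenol or metaproterenol; nearly all actives have a fitted effect of over 65% in size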
Target sequence (P07550 whole entry, looked up): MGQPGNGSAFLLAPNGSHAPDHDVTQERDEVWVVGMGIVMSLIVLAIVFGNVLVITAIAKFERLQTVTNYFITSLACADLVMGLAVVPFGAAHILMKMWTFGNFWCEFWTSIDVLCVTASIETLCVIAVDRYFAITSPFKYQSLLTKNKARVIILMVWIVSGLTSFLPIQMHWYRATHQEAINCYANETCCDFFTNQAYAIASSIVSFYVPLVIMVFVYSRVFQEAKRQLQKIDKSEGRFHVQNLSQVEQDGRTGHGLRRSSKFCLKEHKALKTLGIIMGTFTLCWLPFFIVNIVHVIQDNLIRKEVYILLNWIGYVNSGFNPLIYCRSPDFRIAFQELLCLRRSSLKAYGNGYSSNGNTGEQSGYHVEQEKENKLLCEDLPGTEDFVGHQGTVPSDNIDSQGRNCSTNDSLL
TRPV1 ag = agonists of human vanilloid receptor 1 (TRPV1) | TRPV1-expressing cells, Fluo-8 calcium influx, agonist mode | activation, % at 8.33 µM | 0.19% of 320,000 active; in the data active means activation above about 80%; inconclusive means between about 30% and that limit; further: 0% is about no effect
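Fluo-8 calcium influx in TRPV1-expressing cells, kinetic read (ex 480/em 520 nm). Compound added and read 3 min for agonist activity, followed by capsaicin at EC20 final and 2 min further read for enhancement.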
p53 reactivation = mutant p53 re-activation in reporter cells | H1299 p53-A138V BP100-luciferase reporter, luminescence, 24 h | 0.063% of 320,000 active | Potency, µM (titrated, usually from 92.2 µM), for inactives: at the top dose activity change, positive = activation, usual class: activators | AID 504706; further: potency means the concentration at half of the fitted maximal effect; % of control where 0% means no effect; nearly all actives have a fitted effect of over 45% in size
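H1299 (p53-null), stable ts p53-A138V + BP100-Luc; 1000 cells/well, Opti-MEM/10% FBS; cpd 4 pt, 1:5; 24 h, 37 deg C, 5% CO2; detection reagent 10 min RT; luminescence.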
ELG1 repair inh = ELG1-dependent DNA repair inhibition; HEK293T ELG1-luciferase reporter, luminescence, 16 h; DNA damage induced by 5-fluorouridine; Potency, µM (doses to about 46.1 µM), without a hit: at the top dose activity change, negative = inhibition, usual class: inhibitors; 2.3% of 330,000 active; further: potency means the concentration at half of the fitted maximal effect; on the % scale 0 is the no-effect control and ±100 the full control effect; nearly all actives have a fitted effect of over 55% in size
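Quantitative HTS, concentration-response format. 2,000 cells/well co-treated with 5-fluorouridine and compound, 16 hr in 5% CO2 at 37 °C; ONE-Glo luminescence read after 30 min.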
Integrin act MD = activators of alpha7 integrin expression for muscular dystrophy; alpha7betagal myoblasts, beta-gal FDG fluorescence, 48 h; Potency, µM (series often up to 38.3 µM), without a hit: at the top dose activation, most hits filed as activators; 0.064% of 350,000 active; AID 624291;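 further: potency means the concentration at half of the fitted maximal effect; 100% = response of the positive control SU9516; nearly all actives have a fitted effect of over 60% in size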
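Alpha7betagal+/- myoblasts (passage 13) were plated 16-24 hr, then exposed to compounds (1:260 dilution of DMSO stock) for 48 hours at 37C. After MPER lysis, β-galactosidase reporter activity was read as FDG fluorescence (ex 480/em 540) after 30 minutes.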
A-T KAP1 phos = candidate therapy for ataxia-telangiectasia. […] A-T fibroblasts, KAP-1 phosphorylation AlphaLISA; neocarzinostatin DNA damage 30 min before lysis. Potency, µM (highest dose often 57.5 µM), without a hit: at the highest dose activation, actives largely listed as activators. 0.19% of 320,000 active. AID 485349; further: potency means the concentration at half of the fitted maximal effect; % of control where 0% means no effect; nearly all actives have a fitted effect of over 45% in size
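hTERT-immortalized A-T patient fibroblasts ([…]), 500 cells/well in OPTI-MEM, 1% FBS, got compounds for 60 min, then NCS for 30 min at 37C. Lysates were then assayed for phospho-KAP-1 by AlphaLISA (anti-pKAP1 donor, anti-KAP1 acceptor beads), 6 hr at 25C.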
BRCA1 expr up = increases BRCA1 expression | MCF7-BRCA1-FFLuc reporter, luminescence, 48 h; response scale: scaled: vehicle 0%, 10 µM genistein 100% | Potency, µM (top dose mostly 46.1 µM), without a hit: at the highest dose activation, most hits filed as activators | 1.1% of 380,000 active | AID 624202; further: potency means the concentration at half of the fitted maximal effect; nearly all actives have a fitted effect of over 80% in size; some results filed as inactive show a strong effect at the top dose
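Quantitative HTS in MCF7 cells stably reporting BRCA1 expression via firefly luciferase. Compound treatment lasts 48 h at 37 °C in phenol-red free MEM. Activation is expressed relative to genistein at 10 microM and DMSO.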
Numbers without * were called inactive; u = inconclusive; x = not tested or not shown; & = joins results of further samples; [ ] = another dose, or the depositor's remark. Unless noted, the call rests on the fitted dose curve; in most records, active means well fitted curve in the direction sought with a large enough effect; inconclusive means small, poorly fitted or top-dose-only effect, or another doubt; inactive means no such curve, though single readings can be large; an effect the other way counts as inactive or inconclusive. Compounds as they come; overall some 3.8% were active at least once.

Values run as follows: PTAP TSG101 blk | TCR act | MLL CXXC-DNA inh | B2AR arrestin | TRPV1 ag | p53 reactivation | ELG1 repair inh | Integrin act MD | A-T KAP1 phos | BRCA1 expr up
- O=C(c1cc(COc2ccc(F)cc2Cl)on1)N1CCN(c2cnccn2)CC1
→ x | 5% | 11% | -0.9% | 18 | -2% | -6% | -18% | 2% | -13%
- Cc1cc(C)c(C)c(OCCOCCNCc2ccccc2)c1
→ -4% | 3%[46.1 µM] | 8% | -3.0% | 7 | -3% | -12% | -23% | -5% | -4%
- C=CCn1c(COc2cccc(C)c2)nnc1SCC(=O)c1c[nH]c2c(CC)cccc12
→ -1% | 1%[46.1 µM] | -2% | 0.5% | -1 | 5% | 22% | 0% | 7% | -7%
- COc1ccc(N/C=C/C(=O)c2ccc3c(c2)OCO3)cc1OC
→ 2% | 11% | -1% | 0.2% | 2 | u | u | 22% | -5% | 73%
- CCN(CC)CCNCc1ccc(OCc2ccc(Cl)nc2)c(OC)c1
→ -3% | -12%[46.1 µM] | 4% | -0.3% | -6 | u | u | -3% | 0% | 30%
- Cc1ccc(S(=O)(=O)Nc2nc3ccccc3nc2N2CCOCC2)cc1
→ -4% | -4%[46.1 µM] | x | -0.3% | x | -11% | 1% | 6% | 18% | -12%
- Oc1ccc(C[C@H]2CNCCN2CCc2cccc3ccccc23)cc1
→ -4% | 7% | x | -0.1% | 1 | -10% | 8% | -26% | 6% | -40%
- CC(C)Oc1ccc(C(=O)NC2(C(F)(F)F)NC(=O)N(CCCc3ccccc3)C2=O)cc1 (configuration not stated)
→ -5% | -3%[46.1 µM] | -4% | 3.1% | 5 | 6% | -17% | -11% | 0% | -57%
- CCCCC(=O)OCC(=O)N1N=C(c2c[nH]c3ccccc23)C(O)C1c1ccc(OC)cc1 (configuration not stated)
→ -6% | -2% | 12% | 0.3% | 11 | -4% | -25% | -16% | 4% | -35%
- Cc1cccc2cc(C(c3nnnn3CC3CCCO3)N3CCCC4(CCCCC4)C3)c(=O)[nH]c12 (configuration not stated)
→ x | x | 2% | -0.1% | 14 | -2% | -2% | x | -2% | x
- Cc1ccc(C2C(C=Nc3c(C)n(C)n(-c4ccccc4)c3=O)=C(c3ccccc3)Oc3ccccc32)cc1 (configuration not stated)
→ -3% | -1% | 13% | 0.1% | 4 | 2% | -26% | 35% | 2% | -38%
- O=C(/C=C/c1ccc2c(c1)OCO2)NCc1ccco1
→ -3% | 0% | 6% | -0.1% | 12 | u | u | -12% | -5% | u
- O=C(N/N=C/c1ccc2nccnc2c1)c1ccc(Br)cc1
→ 2% | -8% | -3% | 0.1% | -1 | 3% | -17% | -13% | -10% | 1%
- CC(C)CN1CCN(Cc2cnc(-c3ccc(Cl)cc3)nc2)CC1CCO (configuration not stated)
→ -3% | 2% | 4% | -0.1% | 4 | 8% | -11% | 2% | -4% | 26%
- CCOc1ccc2[nH]c3c(=O)n(CCc4ccc(OC)cc4)cnc3c2c1
→ 0% | -10% | 20% | 0.5% | 1 | -2% | -7% | -9% | -1% | -26%
- CCn1cc(C(=O)O)c(=O)c2cc(S(=O)(=O)N(C)C)ccc21
→ -6% | 3% | 7% | -0.5% | -5 | -10% | -2% | 8% | -3% | 5%
- Cc1ccc(OCc2ccc(C(=O)N3CCOCC3)cc2)cc1C
→ 1% | -6% | 9% | 0.1% | u | u | u | -21% | -4% | u
- CCOC(=O)C1(Cc2ccc(Cl)cc2)CCN(C2CCC2)CC1
→ -1% | -1% | -16% | -0.4% | 1 | x | -3% | -37% | -6% | -31%
- CCSC1=C(C#N)C(c2ccc(C)s2)CC(=O)N1 (configuration not stated)
→ 0% | 10% | -4% | 0.1% | -3 | 1% | -3% | -9% | 12% | 8%
- COc1ccc(-n2cnc3sc(-c4ccccc4)cc3c2=O)cc1
→ -4% | 0% | 41%[activator] | -0.1% | -2 | 7% | u | 8% | -1% | u
- Cc1ccc(S(=O)(=O)Nc2cc(Cl)ccc2-n2cncn2)cc1
→ 1% | 1% | x | 0.3% | 0 | -4% | 18% | 15% | 2% | -12%
- NC(=S)NNc1cccc(Cl)c1
→ -6% | 0% | -2% | 0.0% | 1 | -4% | -6% | -45%[inhibitor] | 3% | -1%
- COc1ccc(C(=O)NCc2ccc3c(c2)cc(C)n3C)cc1OC
→ -6% | -4% | 22% | 0.0% | 1 | -1% | u | u | -3% | -16%
- O=C1CCCCCN1Sc1ccccc1
→ -4% | -2% | -2% | -0.5% | 1 | 19% | -13% | -7% | 9% | -7%
- COC(C[C@H]1O[C@@H]1[C@@H](O)[C@H](C)OCc1ccccc1)OC
→ -3% | 0% | -8% | -1.1% | -2 | -1% | 14% | 9% | 32% | 8%
- Cc1ccc(C)c(OCCCCN2CCNCC2)c1C
→ -10% | x | -3% | -0.1% | 5 | x | 7% | -35%[inhibitor] | -3% | -1%
- CCOC(=O)C1CCN(CC(=O)Nc2c(C(=O)OC)[nH]c3ccccc23)CC1
→ x | x | 6% | 0.3% | x | -5% | u | x | 9% | x
- Oc1ccccc1C=NNc1nc2ccccc2s1
→ 0% | 6% | x | x | x | x | x | -29% | x | -20%
- CCCCCCc1cc2cc(C(=O)NCc3ccccc3)c(=N)oc2cc1O
→ -1% | -3%[46.1 µM] | u | 0.6% | -1 | 19% | 0% | -5% | 9% | -55%
- CS(=O)(=O)NCCCNc1ccc(Cl)cc1[N+](=O)[O-]
→ -4% | -1% | 3% | -0.2% | 4 | -1% | 12% | 5% | -2% | 8%

Part of the list above, with tabs.
molecule	PTAP TSG101 blk	TCR act	MLL CXXC-DNA inh	B2AR arrestin	TRPV1 ag	p53 reactivation	ELG1 repair inh	Integrin act MD	A-T KAP1 phos	BRCA1 expr up
Cc1ccc(C)c(OCCCCN2CCNCC2)c1C	-10%	x	-3%	-0.1%	5	x	7%	-35%[inhibitor]	-3%	-1%
Cc1ccc(S(=O)(=O)Nc2cc(Cl)ccc2-n2cncn2)cc1	1%	1%	x	0.3%	0	-4%	18%	15%	2%	-12%
O=C1CCCCCN1Sc1ccccc1	-4%	-2%	-2%	-0.5%	1	19%	-13%	-7%	9%	-7%
CCOC(=O)C1CCN(CC(=O)Nc2c(C(=O)OC)[nH]c3ccccc23)CC1	x	x	6%	0.3%	x	-5%	u	x	9%	x

More records:
Values run as follows: PTAP TSG101 blk | TCR act | MLL CXXC-DNA inh | B2AR arrestin | TRPV1 ag | p53 reactivation | ELG1 repair inh | Integrin act MD | A-T KAP1 phos | BRCA1 expr up
- COC(=O)c1sc(C(C)(C)C)cc1CS(=O)(=O)c1ccc(Cl)cc1
→ -3% | 2% | -3% | -0.1% | -2 | -3% | u | 3% | 8% | -19%
- Cc1cccc(Sc2c(C=O)c3ccccc3n2C)c1
→ -3% | 0% | 3% | -1.1% | 2 | -5% | -27% | -43% | 11% | -24%
- CCOC(=O)CSc1nc2cc3c(cc2cc1C)OCO3
→ -5% | 12% | 6% | 0.2% | -3 | 1% | 4% | 1% | 5% | -17%&-29%
- Cc1nn(CCOc2ccccc2)c(=O)n1-c1cccc(F)c1
→ -2% | 2% | -1% | -0.4% | -1 | 5% | u | 6% | 8% | 58%
- COc1ccccc1C(CNC(=O)CN1C(=O)NC(C)(c2ccc3ccccc3c2)C1=O)N1CCCC1 (configuration not stated)
→ 0% | 5% | x | x | x | x | x | -27% | x | -7%
- CCCN(C(=O)C(=O)Nc1ccc2nc3n(c(=O)c2c1)CCCCC3)c1ccc(OCC)cc1
→ -2% | -4% | 31%[activator] | -0.1% | -2 | -5% | u | -19% | -9% | -18%
- N#CCCn1cc(C(=O)Nc2ccc(C(=O)O)cc2)c(-c2cccs2)n1
→ -3% | -6% | 7% | 0.0% | -2 | -3% | -3% | 2% | 12% | 9%
- Cc1nc2ccc(NS(=O)(=O)c3c(F)cc(F)cc3Br)cc2s1
→ -1% | x | x | -3.1% | -1 | 11% | -11% | 11% | 8% | -41%
- C=CCc1cccc(/C=N/c2nc3ccccc3n2CC)c1O
→ 1% | -2% | -13% | 0.1% | 5 | -7% | -6% | 23% | 8% | -17%
- COc1ccc(CNC(=O)CCSCc2cccc(Cl)c2)cc1
→ -2% | 1%[46.1 µM] | -8% | 0.0% | u | -8% | u | -4% | 6% | 2%
- CCCCNC(=O)c1cc2c(=O)n3cccc(C)c3nc2n(Cc2ccncc2)c1=N
→ -9% | 8% | 2% | -0.1% | u | 0% | -3% | -6% | -3% | 4%
- Cc1cccc(NS(=O)(=O)c2csc(C(N)=O)c2)c1
→ -2% | -2% | -7% | 0.0% | 7 | -1% | u | 19% | 18% | -3%
